# S1P4 ag – agonists of human S1P4 receptor. S1P4-expressing cell line, agonist reporter assay. activation, % at 4.98 µM. 220,000 compounds, 0.35% hits. O95977; in the data active = activation above about 11%;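 note: 0% = DMSO vehicle and 100% = reference agonist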
# CHOP inh – blocks CHOP induction under ER stress | CHO-K1 CHOP-promoter luciferase, tunicamycin-induced, 15-18 h | 220,000 compounds, 3.8% hits | inhibition, % at 10 µM;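 active = compounds that reduced the stress-induced luciferase reporter signal by more than about 70% of percent inhibition, limit read from the data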;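 note: 0% = tunicamycin plus vehicle and 100% = wells without tunicamycin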
# BaF3 parental – parental Ba/F3 viability inhibition as JAK2V617F counter-screen | 220,000 compounds, 1.1% hits | inhibition, % at 5.6 µM | CellTiter-Glo ATP luminescence;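 active = inhibition above a per-campaign cutoff, the mean inhibition of all tested compounds plus 3 SD, cut at about 27% in these data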;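 note: 0% = DMSO wells and 100% = JAK Inhibitor I control wells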
# NPY-Y1 PAM-ag – human NPY-Y1 potentiation or agonism, primary screen. activation, % at 3.6 µM. P25929. NPY-Y1 expressing cells, potentiator/agonist activation. 220,000 compounds, 0.37% hits; in the data active = activation above about 33%, passing the limit was not always enough;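 note: cells stimulated with NPY at EC10 then isoproterenol at EC100; 0% = low agonist plus stimulus and 100% = saturating agonist plus stimulus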
# Target sequence (P25929 whole entry, looked up): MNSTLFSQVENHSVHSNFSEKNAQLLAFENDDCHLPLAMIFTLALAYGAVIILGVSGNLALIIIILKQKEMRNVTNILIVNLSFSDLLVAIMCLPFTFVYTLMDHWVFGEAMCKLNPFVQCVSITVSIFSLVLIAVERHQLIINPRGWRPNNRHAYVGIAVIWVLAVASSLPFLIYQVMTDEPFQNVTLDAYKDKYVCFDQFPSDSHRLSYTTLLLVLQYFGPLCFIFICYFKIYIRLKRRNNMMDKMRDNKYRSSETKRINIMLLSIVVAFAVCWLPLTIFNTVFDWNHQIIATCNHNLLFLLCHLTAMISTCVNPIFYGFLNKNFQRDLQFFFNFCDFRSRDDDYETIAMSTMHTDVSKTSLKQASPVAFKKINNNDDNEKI
# NPY-Y1 antag – NPY-Y1 (human) receptor antagonism. AID 1040. inhibition, % at 3.6 µM. HEK293-CNG Y1 cells, membrane potential fluorescence; NPY at EC95, then isoproterenol. 200,000 compounds, 1% hits;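 active = inhibition above the campaign mean inhibition of all tested compounds plus 3 SD, cut at about 20% in these data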;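 note: 0% = DMSO wells given NPY plus isoproterenol and 100% = isoproterenol alone without NPY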
#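 Assay system: HEK293 cells with Y1 receptor plus CNG channel | Probe or stimulus: NPY (25 nM), isoproterenol (1 µM), Ro 20-1724 (25 µM) | Timing: Compound incubation 1 h at room temperature, readout 45 min post-stimulation | Measured by: Membrane-potential fluorescent dye readout | Benchmarks: High control isoproterenol alone, low control NPY with isoproterenol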
# Ba/F3 V617F tox – loss of viability in JAK2V617F-driven Ba/F3 cells | Ba/F3 EpoR-JAK2V617F viability, ATP luminescence | inhibition, % at 5.6 µM | 220,000 compounds, 1.1% hits;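 active = inhibition above the campaign mean plus 3 SD over all tested compounds, cut at about 24% in these data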;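 note: cytokine-independent growth of Ba/F3 cells driven by EpoR plus mutant JAK2; 0% = DMSO-treated cells and 100% = JAK inhibitor I control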
# p47phox inh – blocks human p47phox regulatory protein of NADPH oxidases; 220,000 compounds, 0.53% hits; inhibition, % at 24.7 µM; p47phox/p22phox peptide binding, fluorescence polarization, 2 h; AID 1274;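 active = inhibition above about 30%, limit read from the data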;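 note: 0% = p47phox with labelled peptide and 100% = labelled peptide alone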
# S1P4 antagonist – antagonists of human S1P4 receptor | inhibition, % at 4.98 µM | O95977 | 220,000 compounds, 0.26% hits | S1P4-expressing cells, antagonist mode, reporter read-out; in the data active = inhibition above about 29%;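 note: 0% = wells stimulated with agonist and 100% = vehicle wells without agonist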
# NPY-Y2 PAM-ag – potentiates or activates human NPY-Y2 receptor; activation, % at 3.6 µM; 220,000 compounds, 0.45% hits; cells expressing NPY-Y2, potentiator/agonist read-out; in the data active = activation above about 27%;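 note: cells stimulated with NPY near EC25 plus isoproterenol at EC100; 0% = vehicle plus submaximal agonist and 100% = vehicle plus saturating agonist; some results beyond the cut were filed as inactive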
# Target sequence (P49146 whole entry, looked up): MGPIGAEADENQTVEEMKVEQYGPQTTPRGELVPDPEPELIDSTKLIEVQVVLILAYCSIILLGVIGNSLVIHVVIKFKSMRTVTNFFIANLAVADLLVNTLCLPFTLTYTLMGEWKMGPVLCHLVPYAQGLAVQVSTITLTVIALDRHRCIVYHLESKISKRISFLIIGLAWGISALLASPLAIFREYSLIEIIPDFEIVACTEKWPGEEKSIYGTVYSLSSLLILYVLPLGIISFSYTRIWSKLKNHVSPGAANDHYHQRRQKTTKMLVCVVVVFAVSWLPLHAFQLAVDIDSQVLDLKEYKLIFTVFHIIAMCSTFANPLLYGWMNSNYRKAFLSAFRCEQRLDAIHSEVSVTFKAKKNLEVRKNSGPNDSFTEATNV
# Starred values were filed as active, the others as inactive; nt = not tested or not shown.
SMILES,S1P4 ag,CHOP inh,BaF3 parental,NPY-Y1 PAM-ag,NPY-Y1 antag,Ba/F3 V617F tox,p47phox inh,S1P4 antagonist,NPY-Y2 PAM-ag
Cc1cc(C)n(-c2cc(Oc3ccccc3)ncn2)n1,-0.1,-8.2,4.6,-1.1,8.4,0.3,4.5,2.2,-1.8
Cc1ccc(C(=O)CC(=O)c2cccc(F)c2)c(O)c1,1.7,88.5*,4.9,-15.4,7.0,-2.9,21.2,4.6,-16.5
COc1c(Br)cc([N+](=O)[O-])c(OC)c1C(=O)NC(=O)Nc1nc(C)cc(C)n1,-2.5,14.7,2.4,3.3,nt,-1.4,-2.9,-6.0,-10.5
CCCc1nc(N)c(C#N)c(N)c1C#N,-1.2,-0.6,2.4,6.6,-3.9,0.3,0.4,-9.7,-1.1
COCC(=O)Nc1ccccc1C#N,2.8,-17.5,3.4,-39.6,21.4*,3.0,-9.8,7.0,-19.2
O=C(O)C(Cc1c[nH]c2ccccc12)N1CCS(=O)(=O)CC1 (stereo not given),1.2,-2.3,3.4,2.8,-1.7,-0.4,2.6,-19.4,7.4
NC(=O)NC(=O)CC1S/C(=N/N=C/c2ccccc2)NC1=O (stereo not given),1.9,22.4,1.1,4.9,5.9,-0.7,-7.8,-0.6,-9.7
CCOC(=O)/C(C#N)=C/c1cc2ccccc2nc1Cl,1.4,8.3,4.4,-4.2,2.7,-0.2,-5.0,-6.9,5.5
NS(=O)(=O)c1ccc(CNC(=S)NC2CC2)cc1,-0.7,-1.2,0.9,-30.1,1.6,2.8,-0.6,-22.7,-8.5
COc1cccc(C2OC(=O)c3ccccc3N2C(C)=O)c1OC(C)=O (stereo not given),0.5,32.1,-0.8,-7.0,4.7,-3.5,-6.3,-27.1,-8.7
CCOCCCN1CN(Cc2ccccc2)CNC1=S,-0.3,14.2,4.5,-3.0,3.6,1.0,-10.2,-26.3,1.1
COC(=O)c1ccc(CSc2nc(N)cc(N)n2)cc1,-0.7,-15.5,2.1,11.1,3.5,-2.6,-10.1,-12.5,-4.8
CCSC1=C(C#N)C(c2cccc(OC)c2)CC(=O)N1 (stereo not given),-0.2,18.6,3.8,4.5,-6.3,-1.3,-10.9,-12.8,4.3
CC1=NC(=O)C(N=Nc2ccccc2C(=O)O)N1c1ccccc1 (stereo not given),-0.2,-17.2,-0.8,30.4,-3.6,13.4,-4.3,-20.9,29.9*
Cc1cc(C)c(-c2csc(NC(=O)COC(=O)c3ccc4c(c3)OCO4)n2)c(C)c1,0.9,-5.7,2.8,-5.8,5.9,0.3,-1.0,-4.4,2.3
Cc1ccc(NC(=O)C(=O)NCC2OCCc3ccccc32)cc1 (stereo not given),0.2,104.9*,3.5,3.0,0.5,-2.2,-8.8,-4.9,-0.7
COCCn1c(-c2ccccc2)nc2ccccc21,-1.3,26.8,5.8,-21.3,-4.1,2.2,-5.7,6.2,-26.5
CCOc1cc(S(=O)(=O)NCc2ccccn2)c(C)cc1C,2.0,-2.9,5.3,-1.7,-5.1,0.9,8.2,9.8,-14.2
CSc1ncccc1C(=O)N1CCCC(CCC(=O)NCc2ccccc2F)C1 (stereo not given),1.4,-22.7,1.8,0.8,2.6,-2.9,3.0,-21.8,-2.7
CCOC(=O)N1CCC(NC(=O)Cn2cc3c(n2)CCCC3)CC1,0.1,-5.8,4.5,-12.1,-0.8,-2.1,-3.4,-6.7,14.4
N#CC(C#N)C(c1ccsc1)c1c(-c2ccccc2)[nH][nH]c1=O (stereo not given),2.5,26.3,1.1,-17.4,23.9*,-0.6,-9.0,-4.6,8.2
COc1ccc(NC(=O)C2CCC(=O)N2S(=O)(=O)c2ccc(C)cc2)c(OC)c1 (stereo not given),2.4,50.4,3.5,6.7,2.1,-1.2,7.7,-25.7,3.2
CN(CC(=O)Nc1ccc(N2CCOCC2)cc1)CC(=O)Nc1ccccc1C#N,2.1,-1.5,3.6,1.5,-0.6,-2.2,-9.9,-22.6,15.2
Cc1cccc(Nc2nc3c(S(=O)(=O)c4ccccc4)nnn3c3ccccc23)c1C,0.9,24.1,4.3,-11.3,-0.5,-2.6,8.3,-12.9,2.0
O=C(NCCCCO)C(F)(F)C(F)(F)C(F)(F)C(=O)NCCCCO,-3.5,5.9,1.2,-11.2,2.9,-3.0,-10.5,5.8,10.7
CCOc1ccc(-c2nc(-c3ccc(OC)c(OC)c3)no2)cc1OCC,0.3,2.6,3.4,-6.2,-5.6,-2.5,-14.8,-3.6,1.2
O=C(COc1nsnc1N1CCOCC1)N1CCOCC1,3.7,2.5,2.2,10.0,-0.1,0.1,-9.4,-1.5,4.8
CC1(C)Cc2nc(Cl)c(C#N)cc2CO1,8.5,-6.2,6.1,-7.2,1.2,-1.8,-22.1,-11.3,-5.1
Cn1c(CN2CCCC2)nc2cc(NC(=O)C3CCCCC3)ccc21,-1.6,nt,10.4,-3.3,-0.5,7.5,nt,14.6,-13.6
COC(=O)C(=O)/C=C(\O)c1ccc(C)cc1,-2.3,9.4,-1.7,-8.1,11.8,-3.0,-9.8,-7.0,-2.3

# Some of these compounds in order of length of the SMILES, largest number first:
SMILES,S1P4 ag,CHOP inh,BaF3 parental,NPY-Y1 PAM-ag,NPY-Y1 antag,Ba/F3 V617F tox,p47phox inh,S1P4 antagonist,NPY-Y2 PAM-ag
O=C(NCCCCO)C(F)(F)C(F)(F)C(F)(F)C(=O)NCCCCO,-3.5,5.9,1.2,-11.2,2.9,-3.0,-10.5,5.8,10.7
CCOC(=O)N1CCC(NC(=O)Cn2cc3c(n2)CCCC3)CC1,0.1,-5.8,4.5,-12.1,-0.8,-2.1,-3.4,-6.7,14.4
CCOc1cc(S(=O)(=O)NCc2ccccn2)c(C)cc1C,2.0,-2.9,5.3,-1.7,-5.1,0.9,8.2,9.8,-14.2
COC(=O)C(=O)/C=C(\O)c1ccc(C)cc1,-2.3,9.4,-1.7,-8.1,11.8,-3.0,-9.8,-7.0,-2.3

# Continued.
SMILES,S1P4 ag,CHOP inh,BaF3 parental,NPY-Y1 PAM-ag,NPY-Y1 antag,Ba/F3 V617F tox,p47phox inh,S1P4 antagonist,NPY-Y2 PAM-ag
CCc1cc2c3c(c1)C(C)CC(C)(C)N3C(=O)/C2=C1\SC(=O)NC1=O (stereo not given),1.4,6.5,-1.7,39.3,nt,3.0,-20.4,-0.2,10.1
Brc1ccc(Cn2c(-c3cncs3)nc3ccccc32)cc1,-2.7,14.5,1.4,-36.1,10.5,-5.7,-16.6,-19.5,-19.3
COC(=O)c1ccc(COc2ccc(C=O)cc2OC)o1,0.5,-32.3,-0.5,1.6,4.6,-2.9,0.3,-13.0,4.0
CCN(CC)c1ccc(NC(=O)CSc2nc3ccccc3c(=O)[nH]2)cc1,-0.6,16.7,3.3,-26.1,3.9,2.2,-0.2,-6.2,-19.2
Cc1sc2ncnc(SCC(=O)N(C(C)C)C(C)C)c2c1C,1.8,15.3,4.1,14.2,5.3,0.1,1.9,6.3,-7.6
CSc1nc2ncc(C(=O)O)c(N)n2n1,0.5,12.5,10.3,-8.2,5.0,3.6,-1.3,1.1,-8.9
CC(C)c1nc2sc3c(=O)[nH]cnc3c2c2c1CCCC2,0.5,11.4,-1.1,23.9,nt,-5.1,-5.7,-6.5,-14.9
COc1cccc(CN(CC2CCCO2)S(=O)(=O)c2ccc(S(=O)(=O)N(C)C)cc2)c1 (stereo not given),1.5,29.2,3.4,5.8,0.2,-2.4,1.5,3.0,5.9
Cc1cccc(Oc2c([N+](=O)[O-])c(=O)n(C)c3ccccc23)c1,0.8,-5.3,0.1,16.3,3.1,-5.7,-13.5,-0.8,1.4
Clc1ccccc1C1=CC(c2ccco2)n2nnnc2N1 (stereo not given),1.0,11.0,8.6,-8.0,3.3,1.4,-3.3,-4.6,-4.5
CCCCn1c(-c2c(Cl)c(C)nn2C)n[nH]c1=S,0.8,2.6,3.5,1.4,2.4,5.3,5.2,-24.4,-3.1
CC(C)(CC(=O)O)CC(=O)NCc1c(Cl)cccc1Sc1ccc(Cl)cc1,1.1,-0.1,-1.0,27.0,nt,2.5,-9.1,9.8,-20.7
O=C(NCc1cccc(F)c1)C1CCN(C(=O)c2sccc2-n2cccc2)CC1,2.9,9.1,2.8,-3.4,-1.4,-0.5,6.8,-17.5,0.7
CCOc1cc(/C=N/NC(N)=O)ccc1OCC(=O)Nc1ccc(C)c(C)c1,0.6,-14.0,-0.8,10.5,-0.8,-6.1,-64.7,-19.3,-3.7
CCOC(=O)/C(C#N)=C/c1c(N2CCN(Cc3ccc4c(c3)OCO4)CC2)nc2c(C)cccn2c1=O,0.6,2.9,7.5,-7.8,nt,-2.8,-70.8,1.0,-13.9
NC(=S)C1COc2ccccc2O1 (stereo not given),-0.2,-31.0,1.0,5.8,nt,-1.4,-2.0,6.0,-5.0
CC(C)c1cccc(C(C)C)c1NC(=O)c1ccccc1,0.0,18.6,6.9,-27.5,4.0,3.3,3.6,2.1,-27.1
CC(C)c1ccc(/C=N/NC(=O)c2ccccc2Cl)cc1,-0.6,15.5,4.6,-7.5,10.6,23.3,-3.1,9.8,-23.4
Cc1ccc2nsnc2c1S(=O)(=O)N1CCN(Cc2ccc3c(c2)OCO3)CC1,0.8,-0.5,3.9,-21.7,6.9,-0.9,-1.0,4.5,-7.1
O=C(CSc1nnnn1Cc1ccccc1)c1ccccc1F,1.4,-9.8,1.8,-17.2,0.8,-3.3,-10.2,-16.3,-6.9
O=C(c1ccco1)c1cn(CC(=O)N2CCCC2)c2ccccc12,-2.5,7.2,6.9,-13.9,-4.7,2.9,-1.0,5.6,-8.3
COc1ccc2[nH]c(C)c(C(=O)CN(C)CC3OCCO3)c2c1,-0.3,21.1,-7.0,-0.8,nt,0.7,0.0,1.9,-0.2
CSCc1c(C(=O)Nc2ccc(N3CCOCC3)cc2)oc2ccccc12,2.4,62.6,3.1,24.3,0.6,-2.5,-7.0,12.7,8.8
CC(=O)N1N=C(c2ccc(Cl)cc2)CC1c1ccco1 (stereo not given),1.4,13.4,-0.4,-5.1,nt,-2.7,-31.1,-6.4,-25.1
Cn1c(=O)c2c(nc(NCc3ccccc3)n2CC(=O)NCc2ccccc2)n(C)c1=O,2.7,16.8,1.2,-4.0,1.4,-3.9,-8.6,-6.3,0.2
O=C(CN(c1cccc(Cl)c1)S(=O)(=O)c1ccccc1)NN=C1CCCC1,2.2,-0.8,10.9,5.9,-3.6,0.4,0.9,-4.8,-2.4
CS(=O)(=O)Nc1ccccc1NS(C)(=O)=O,-0.4,-10.3,3.0,16.4,nt,-5.1,-5.8,13.7,-15.4
COC(=O)c1ccc(CSc2nc(C(F)(F)F)c3c(c2C#N)CCC3)o1,0.2,46.5,3.3,-16.8,15.9,0.9,-20.5,-16.0,-5.4
CN1CCN(C(=O)c2ccc3c(=O)n(Cc4ccco4)c(=S)[nH]c3c2)CC1,-0.8,0.8,5.1,-35.0,-2.6,-0.2,-11.6,-8.1,6.1
COc1ccc(-c2csc(NC(=O)C3CC(=O)N(c4ccc5c(c4)OCCO5)C3)n2)cc1 (stereo not given),4.8,64.3,-0.4,9.6,1.4,-1.5,-82.8,-6.6,12.9
COc1cc2c(cc1OC)C(c1cccnc1)CC(=O)N2 (stereo not given),0.0,-9.9,0.4,-16.6,3.0,-2.4,8.1,3.6,12.0
Nc1ccc(-c2ccc(N)cc2C(F)(F)F)c(C(F)(F)F)c1,1.5,52.2,1.3,28.6,4.0,2.2,-12.7,0.2,4.4
CCN(C(=O)COC(=O)c1cccc(-n2cnnn2)c1)C1CCCCC1,1.3,4.8,3.1,-1.6,4.4,-1.6,4.3,-20.2,4.8
